Source: PubChem
Scp-1 inhibitor = Scp-1 (human) phosphatase inhibition. inhibition, % at 20 µM. 340,000 tested, 0.88% active. Recombinant Scp1, phosphopeptide, malachite green phosphate absorbance. Q9GZU7;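 active = inhibition above about 50% at 20 µM, limit read from the data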;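 note: plate controls were DMSO wells with enzyme for no effect and wells lacking enzyme for full effect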
Target sequence (Q9GZU7 76-261 limits assumed): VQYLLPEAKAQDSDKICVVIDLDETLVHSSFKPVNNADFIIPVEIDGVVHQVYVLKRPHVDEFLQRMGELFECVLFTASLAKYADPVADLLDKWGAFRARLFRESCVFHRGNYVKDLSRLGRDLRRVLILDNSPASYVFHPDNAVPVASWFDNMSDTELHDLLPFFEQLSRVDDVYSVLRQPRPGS
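Test system: SCP-1 phosphatase catalytic domain, residues 76-261 | Compound dosing: One concentration, 20 µM, with 1.0% DMSO | Schedule: 45 min room-temperature reaction, 5 min colour, 30 min stabiliser | Detection: Absorbance at 630 nm | Read-out basis: % inhibition of SCP-1 phosphate liberation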
CSN inh = inhibitors of human CSN-mediated cullin deneddylation | Purified CSN, SCF-Nedd8-OG deneddylation, fluorescence polarization | inhibition, % at 12.5 µM | 360,000 tested, 0.38% active;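 active = pattern-corrected inhibition above about 35%, with an unprinted fluorescence ratio check between 0.5 and 1.5, limit read from the data, passing the limit was not always enough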;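 note: 0% = enzyme with substrate and 100% = substrate without enzyme; some results filed as inactive read as strong as hits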
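Test system: Human Csn5 produced in HEK293T cells | Compound: 12.5 µM single point | Times: 90 min, room temperature | Signal: Fluorescence polarization readout | Read-out basis: % inhibition of substrate cleavage by Csn5 | Controls: no-enzyme wells high, enzyme-with-substrate wells low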
Rin1-Abl PPI inh = inhibitors of human Rin1-Abl protein interaction | P00519+Q13671 | TR-FRET Rin1/Abl binding, biochemical | inhibition, % at 7.35 µM | 360,000 tested, 0.4% active | AID 588664; in the data active = inhibition above about 5%, passing the limit was not always enough
NadD inh = blocks S. aureus nicotinate mononucleotide adenylyltransferase | 360,000 tested, 0.78% active | purified NadD enzyme, colorimetric absorbance read-out | AID 602399 | inhibition, % at 20 µM; in the data active = inhibition above about 26%; note: some compounds past the cut are filed as inactive
SUMO1 PPI mod = alters human SUMO1 binding to SIM partners; P63165; SUMO1 binding to a labelled peptide, TR-FRET, 1 h; inhibition, % at 20 µM; 360,000 tested, 0.33% active; AID 602429; in the data active = inhibition above about 37%
DNMT1 inh = inhibitors of human DNMT1. P26358. 360,000 tested, 0.83% active. inhibition (reported as % activation of signal), % at 10 µM. DNMT1 molecular beacon, Hinp1I cleavage, fluorescence; in the data active = inhibition above about 50%
LMPTP inh = blocks human LMPTP phosphatase. inhibition, % at 20 µM. recombinant LMPTP-A, OMFP fluorogenic substrate, fluorescence intensity. AID 651560. 360,000 tested, 0.22% active;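 active = compounds that cut the enzyme signal by at least half of the control window in the single-dose screen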;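 note: plate controls were DMSO wells with enzyme plus substrate for no effect and substrate without enzyme for full effect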
Target sequence (P24666 whole entry, looked up): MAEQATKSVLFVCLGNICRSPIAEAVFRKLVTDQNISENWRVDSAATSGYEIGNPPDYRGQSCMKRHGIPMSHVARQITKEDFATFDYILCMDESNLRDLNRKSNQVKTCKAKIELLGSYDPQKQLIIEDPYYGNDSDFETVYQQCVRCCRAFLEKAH
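Test system: LMPTP-A, protein tyrosine phosphatase of low molecular weight; Input: 0.625 nM enzyme; Incubation: 50 min dark incubation at room temperature; Signal: endpoint fluorescence intensity from OMFP dephosphorylation; Read-out basis: % inhibition versus control wells.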
Rpn11 inh = inhibitors of human proteasome Rpn11. calls only at 20 µM. 360,000 tested, 0.59% active. human 26S proteasome, Ub4-pepOG fluorescence polarization; 20S core pre-blocked with epoxomicin. O00487;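 active = inhibition at 20 µM, scaled to each plate's controls, above about 33%, limit read from the data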
Neddylation inh = inhibitors of human cullin neddylation; P61081+Q13564; TR-FRET cullin neddylation, biochemical; calls only at 25 µM; 360,000 tested, 0.58% active; in the data active = inhibition above about 36%
Target sequence (P61081 whole entry, looked up): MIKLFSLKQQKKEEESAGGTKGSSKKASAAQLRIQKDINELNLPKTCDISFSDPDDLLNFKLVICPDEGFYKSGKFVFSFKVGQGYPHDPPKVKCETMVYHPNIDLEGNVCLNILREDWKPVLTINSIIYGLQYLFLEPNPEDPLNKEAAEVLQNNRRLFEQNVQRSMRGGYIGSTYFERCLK
Target sequence (Q13564 whole entry, looked up): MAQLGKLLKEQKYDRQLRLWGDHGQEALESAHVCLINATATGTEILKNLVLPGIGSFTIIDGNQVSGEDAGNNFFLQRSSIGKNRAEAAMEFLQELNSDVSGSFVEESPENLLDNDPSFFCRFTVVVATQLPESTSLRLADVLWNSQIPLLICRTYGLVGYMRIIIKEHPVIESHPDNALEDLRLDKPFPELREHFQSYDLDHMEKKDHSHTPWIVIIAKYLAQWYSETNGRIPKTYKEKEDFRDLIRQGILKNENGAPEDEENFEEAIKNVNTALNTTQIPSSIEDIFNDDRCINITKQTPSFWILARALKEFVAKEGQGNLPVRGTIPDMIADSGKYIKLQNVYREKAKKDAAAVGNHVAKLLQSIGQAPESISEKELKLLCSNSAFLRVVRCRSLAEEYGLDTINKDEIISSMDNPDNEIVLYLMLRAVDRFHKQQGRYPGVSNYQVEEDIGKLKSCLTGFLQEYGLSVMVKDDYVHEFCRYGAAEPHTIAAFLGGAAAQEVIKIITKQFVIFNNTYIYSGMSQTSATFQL
STEP inh = STEP (human) phosphatase inhibition. P54829. recombinant STEP, OMFP fluorogenic substrate, fluorescence. 360,000 tested, 0.25% active. inhibition, % at 20 µM. AID 588621;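 active = inhibition at 20 µM, scaled per plate between control wells, above about 37%, limit read from the data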;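 note: 0% = DMSO with enzyme and substrate and 100% = substrate only without enzyme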
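System: STEP (striatal-enriched tyrosine phosphatase) enzyme, cell-free; medium: Bis-Tris pH 6.0 buffer with DTT, detergent; dosing: 20 µM, 1% DMSO; times: reaction 20 min, ambient temperature; detection: fluorescence, 480/540 nm; read-out basis: normalized % inhibition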
An asterisk follows results filed as active.

How did CC1(c2ccc3noc(-c4cccc(F)c4)c3c2)OCCO1 do in these assays?
Scp-1 inhibitor: -10; CSN inh: 4; Rin1-Abl PPI inh: 2; NadD inh: -11; SUMO1 PPI mod: -5; DNMT1 inh: -3; LMPTP inh: 0.1; Rpn11 inh: inactive; Neddylation inh: inactive; STEP inh: 4

How did COc1ccc(S(=O)(=O)N2CCOC2CNC(=O)C(=O)NCCc2ccc(S(N)(=O)=O)cc2)cc1 (stereo not given) do in these assays?
Scp-1 inhibitor: -5; CSN inh: 2; Rin1-Abl PPI inh: -2; NadD inh: -1; SUMO1 PPI mod: 3; DNMT1 inh: 0; LMPTP inh: 0.3; Rpn11 inh: inactive; Neddylation inh: inactive; STEP inh: -3

What do the screens show for `COc1ccc(/C=N\NC(=O)CNC(=O)C2COc3ccccc3O2)cc1[N+](=O)[O-]` (stereo not given)?
Scp-1 inhibitor: 0; CSN inh: 1; Rin1-Abl PPI inh: -1; NadD inh: 4; SUMO1 PPI mod: -21; DNMT1 inh: -5; LMPTP inh: 0.3; Rpn11 inh: inactive; Neddylation inh: inactive; STEP inh: -1

What do the screens show for `COc1cc([N+](=O)[O-])cc(/C=N/NC(=O)c2ccc(C)nc2)c1O`?
Scp-1 inhibitor: 7; CSN inh: 5; Rin1-Abl PPI inh: -6; NadD inh: -1; SUMO1 PPI mod: -26; DNMT1 inh: 4; LMPTP inh: 2.6; Rpn11 inh: inactive; Neddylation inh: inactive; STEP inh: 4

How did COc1cc(OC)nc(Oc2ccccc2C(=O)Oc2cccc(C)c2)n1 do in these assays?
Scp-1 inhibitor: -13; CSN inh: 0; Rin1-Abl PPI inh: 0; NadD inh: -3; SUMO1 PPI mod: 2; DNMT1 inh: 10; LMPTP inh: 3.9; Rpn11 inh: inactive; Neddylation inh: inactive; STEP inh: 2

How did Cc1ccc(C)c(-c2cc(C(=O)NN3CCOCC3)c3ccccc3n2)c1 do in these assays?
Scp-1 inhibitor: -4; CSN inh: 4; Rin1-Abl PPI inh: 3; NadD inh: 2; SUMO1 PPI mod: -2; DNMT1 inh: 1; LMPTP inh: -0.5; Rpn11 inh: inactive; Neddylation inh: inactive; STEP inh: -1

How did CC1CCN(C(=O)Cn2cc(S(=O)(=O)CC(=O)N3CCOCC3)c3ccccc32)CC1 do in these assays?
Scp-1 inhibitor: -5; CSN inh: -8; Rin1-Abl PPI inh: 2; NadD inh: -3; SUMO1 PPI mod: 1; DNMT1 inh: 2; LMPTP inh: -0.1; Rpn11 inh: inactive; Neddylation inh: inactive; STEP inh: -2

How did COC(=O)c1ccc2c(c1)C(=O)/C(=C/c1ccc(C)cc1)O2 do in these assays?
Scp-1 inhibitor: -5; CSN inh: 4; Rin1-Abl PPI inh: 3; NadD inh: 5; SUMO1 PPI mod: 1; DNMT1 inh: 15; LMPTP inh: -1.0; Rpn11 inh: inactive; Neddylation inh: inactive; STEP inh: 2

How did CCCCN1CC(COCc2ccccc2)Oc2cc(Br)ccc2S1(=O)=O (stereo not given) do in these assays?
Scp-1 inhibitor: -12; CSN inh: -3; Rin1-Abl PPI inh: -2; NadD inh: 7; SUMO1 PPI mod: 7; DNMT1 inh: 1; LMPTP inh: 3.6; Rpn11 inh: inactive; Neddylation inh: inactive; STEP inh: 3

How did CC(O)[C@H]1CNC(=O)C(=O)N1CCc1cc(C(F)(F)F)cc(C(F)(F)F)c1 (stereo not given in full) do in these assays?
Scp-1 inhibitor: -5; CSN inh: -1; Rin1-Abl PPI inh: 5; NadD inh: -3; SUMO1 PPI mod: 8; DNMT1 inh: 6; LMPTP inh: -0.4; Rpn11 inh: inactive; Neddylation inh: inactive; STEP inh: -2

How did COc1cccc(C(=O)OCCN2CCOCC2)c1 do in these assays?
Scp-1 inhibitor: -3; CSN inh: 0; Rin1-Abl PPI inh: -2; NadD inh: -2; SUMO1 PPI mod: -1; DNMT1 inh: 6; LMPTP inh: 0.5; Rpn11 inh: inactive; Neddylation inh: inactive; STEP inh: -3

How did CCCc1ccc2oc(C(=O)N3CCC(O)CC3)c(C)c2c1 do in these assays?
Scp-1 inhibitor: 2; CSN inh: 1; Rin1-Abl PPI inh: 7; NadD inh: -8; SUMO1 PPI mod: 4; DNMT1 inh: 0; LMPTP inh: -0.8; Rpn11 inh: inactive; Neddylation inh: inactive; STEP inh: 0

Results for O=S(=O)(Nc1ccncc1Cl)c1cccc(Cl)c1Cl ?
Scp-1 inhibitor: -1; CSN inh: -4; Rin1-Abl PPI inh: 0; NadD inh: -5; SUMO1 PPI mod: 0; DNMT1 inh: 0; LMPTP inh: -1.4; Rpn11 inh: inactive; Neddylation inh: inactive; STEP inh: 0

Results for O=C(CCCCCNc1nc(=S)[nH]c2ccccc12)N1CCN(c2ccccn2)CC1 ?
CSN inh: -1; Rin1-Abl PPI inh: -1; NadD inh: -5; SUMO1 PPI mod: 7; DNMT1 inh: -4; LMPTP inh: 28; Rpn11 inh: inactive; Neddylation inh: inactive; STEP inh: -4

Results for CCCC(=O)N(CCN1CCOCC1)c1nc2c(C)ccc(C)c2s1 ?
Scp-1 inhibitor: -5; CSN inh: 1; Rin1-Abl PPI inh: -2; NadD inh: -5; SUMO1 PPI mod: 0; DNMT1 inh: -2; LMPTP inh: 1.3; Rpn11 inh: inactive; Neddylation inh: inactive; STEP inh: -2

What do the screens show for `CCCN1CCC(NC(=S)Nc2ccc(S(N)(=O)=O)cc2)CC1`?
Scp-1 inhibitor: -5; CSN inh: -6; Rin1-Abl PPI inh: 3; NadD inh: 2; SUMO1 PPI mod: 2; DNMT1 inh: 1; LMPTP inh: -1.7; Rpn11 inh: inactive; Neddylation inh: inactive; STEP inh: 1

What do the screens show for `CC1C(=O)N(Cc2cn(CCC3OCCO3)nn2)CCS(=O)(=O)N1Cc1ccc(-c2ccncc2)cc1` (stereo not given)?
CSN inh: -3; Rin1-Abl PPI inh: 1; NadD inh: 3; SUMO1 PPI mod: 2; DNMT1 inh: 6; LMPTP inh: -0.7; Rpn11 inh: inactive; Neddylation inh: inactive; STEP inh: -1

Results for CCOC(=O)N1CCN(c2c(NCCCOC(C)C)c(=O)c2=O)CC1 ?
Scp-1 inhibitor: -2; CSN inh: -4; Rin1-Abl PPI inh: -2; NadD inh: 6; SUMO1 PPI mod: 6; DNMT1 inh: 3; LMPTP inh: -1.9; Rpn11 inh: inactive; Neddylation inh: inactive; STEP inh: -3

Results for COc1cccc(OC)c1OCCNCCO ?
Scp-1 inhibitor: -5; CSN inh: 7; Rin1-Abl PPI inh: -2; NadD inh: 3; SUMO1 PPI mod: 2; DNMT1 inh: 2; LMPTP inh: -1.3; Rpn11 inh: inactive; Neddylation inh: inactive; STEP inh: 2

How did Cc1cccc(Oc2cnn(C(C)(C)C)c(=O)c2Cl)c1 do in these assays?
Scp-1 inhibitor: -4; CSN inh: -1; Rin1-Abl PPI inh: 2; NadD inh: 2; SUMO1 PPI mod: 5; DNMT1 inh: 0; LMPTP inh: 0.4; Rpn11 inh: inactive; Neddylation inh: inactive; STEP inh: 15

Gathered by group: the entries above with two or more sulfur atoms
How did COc1ccc(S(=O)(=O)N2CCOC2CNC(=O)C(=O)NCCc2ccc(S(N)(=O)=O)cc2)cc1 (stereo not given) do in these assays?
Scp-1 inhibitor: -5; CSN inh: 2; Rin1-Abl PPI inh: -2; NadD inh: -1; SUMO1 PPI mod: 3; DNMT1 inh: 0; LMPTP inh: 0.3; Rpn11 inh: inactive; Neddylation inh: inactive; STEP inh: -3

What do the screens show for `CCCN1CCC(NC(=S)Nc2ccc(S(N)(=O)=O)cc2)CC1`?
Scp-1 inhibitor: -5; CSN inh: -6; Rin1-Abl PPI inh: 3; NadD inh: 2; SUMO1 PPI mod: 2; DNMT1 inh: 1; LMPTP inh: -1.7; Rpn11 inh: inactive; Neddylation inh: inactive; STEP inh: 1

The list continues.
How did Cc1ccc(S(=O)(=O)N2CCN(c3ncnc4sccc34)CC2)cc1 do in these assays?
Scp-1 inhibitor: 1; CSN inh: 2; Rin1-Abl PPI inh: 3; NadD inh: 4; SUMO1 PPI mod: 25; DNMT1 inh: 1; LMPTP inh: 0.7; Rpn11 inh: inactive; Neddylation inh: inactive; STEP inh: -2

Results for Cc1ccc(C)c(NC(=O)C2CC(O)CN2C(=O)OCc2ccccc2)c1 (stereo not given) ?
Scp-1 inhibitor: -8; CSN inh: 2; Rin1-Abl PPI inh: 1; NadD inh: -1; SUMO1 PPI mod: -2; DNMT1 inh: -2; LMPTP inh: -2.1; Rpn11 inh: inactive; Neddylation inh: inactive; STEP inh: -2

What do the screens show for `Cc1ccc(Cc2cnc(NC(=O)/C(C#N)=C/c3ccc(-c4ccccc4[N+](=O)[O-])o3)s2)cc1`?
Scp-1 inhibitor: 0; CSN inh: 1; Rin1-Abl PPI inh: 0; NadD inh: 29*; SUMO1 PPI mod: -6; DNMT1 inh: 1; LMPTP inh: 2.9; Rpn11 inh: inactive; Neddylation inh: inactive; STEP inh: 0

Results for Cc1ccc(NC(=O)COC(=O)C2CC2)cc1Cl ?
Scp-1 inhibitor: -4; CSN inh: 2; Rin1-Abl PPI inh: 0; NadD inh: -4; SUMO1 PPI mod: 19; DNMT1 inh: 4; LMPTP inh: -0.5; Rpn11 inh: inactive; Neddylation inh: inactive; STEP inh: 3

How did OC1(Cc2ccccc2)CCNCC1 do in these assays?
Scp-1 inhibitor: 0; CSN inh: 4; Rin1-Abl PPI inh: 3; NadD inh: 3; SUMO1 PPI mod: -3; DNMT1 inh: 1; LMPTP inh: -3.1; Rpn11 inh: inactive; Neddylation inh: inactive; STEP inh: -10

How did COc1ccc(N2C(=O)C3[C@@H](C2=O)C2(Cl)C(Cl)=C(Cl)C3(Cl)C2(OC)OC)cc1 (stereo not given in full) do in these assays?
Scp-1 inhibitor: -1; CSN inh: -8; Rin1-Abl PPI inh: 2; NadD inh: 1; SUMO1 PPI mod: 0; DNMT1 inh: 3; LMPTP inh: -1.0; Rpn11 inh: inactive; Neddylation inh: inactive; STEP inh: 0

How did C#CCOCCOCCOCCNc1nc(N2CCN(C(=O)[C@H](CCCCN)n3cc([C@@H](N)C(C)CC)nn3)CC2)nc(N2CCN(C(=O)[C@H](Cc3ccc(O)cc3)n3cc([C@@H](N)C(C)CC)nn3)CC2)n1 (stereo not given in full) do in these assays?
Scp-1 inhibitor: 4; CSN inh: 4; Rin1-Abl PPI inh: 6; NadD inh: 6; SUMO1 PPI mod: -138; DNMT1 inh: -34; LMPTP inh: -3.4; Rpn11 inh: inactive; Neddylation inh: inactive; STEP inh: 0

How did COc1cc(NC2c3ncccc3C(=O)N2Cc2ccco2)cc(OC)c1OC (stereo not given) do in these assays?
Scp-1 inhibitor: -10; CSN inh: 7; Rin1-Abl PPI inh: 1; NadD inh: -3; SUMO1 PPI mod: 0; DNMT1 inh: -4; LMPTP inh: -0.2; Rpn11 inh: inactive; Neddylation inh: inactive; STEP inh: 3
